LDHA inh = inhibitors of human lactate dehydrogenase A | P00338 | purified LDHA, NADH/diaphorase-resazurin fluorescence; stronger effect = lower value | activity change, % (values are at about 110 or 230 µM) | 0.15% of 480,000 active | AID 1347041; in the data active = activity change below about -30%; inconclusive = mostly about -25% to -30%;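 also: plate controls were DMSO wells for no effect and wells without enzyme for full effect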
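Enzyme activity of human lactate dehydrogenase 5 (2 nM; 0.06 mM NADH, 0.2 mM pyruvate, 5 min, RT) is measured via a resazurin/diaphorase fluorescence readout of residual NADH.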
Pol iota inh = inhibitors of human DNA polymerase iota; Q9UNA4; Pol iota fluorescent replication assay, 10 min; Potency, µM (highest dose often 115 µM), without a hit: at the top dose activity, negative = inhibition, usual class: inhibitors; 1% of 390,000 active; AID 588590; also: potency is read from the fitted curve at half-maximal effect
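Pol iota at 10 nM preincubated 15 min with compounds at room temperature; reaction started with fluorescent substrate, 50 nM final. Fluorescence read kinetically at 0 and 10 min; buffer-only wells as negative control.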
Pol beta inh = blocks human DNA polymerase beta activity | Pol beta primer extension/strand displacement, fluorescence kinetic | 1.3% of 340,000 active | Potency, µM (highest dose often 114 µM), for the others: top-dose activity change, negative = inhibition, most hits filed as inhibitors | AID 485314; also: potency is read from the fitted curve at half-maximal effect; % is scaled to controls: 0 for no effect and ±100 for the full control effect
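Human Pol beta at 10 nM; strand-displacement substrate 50 nM final. Compound exposure 15 min at room temperature before start, reaction 10 min at room temperature.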
Pol eta inh = DNA polymerase eta (human) inhibition. Q9Y253. recombinant Pol eta, fluorescent DNA replication assay. Potency, µM (titrated, usually from 114 µM), for the others: top-dose activity change, negative = inhibition, usual class: inhibitors. 1.2% of 390,000 active. AID 588591; also: potency is read from the fitted curve at half-maximal effect; % is scaled to controls: 0 for no effect and ±100 for the full control effect
Target sequence (Q9Y253 whole entry, looked up): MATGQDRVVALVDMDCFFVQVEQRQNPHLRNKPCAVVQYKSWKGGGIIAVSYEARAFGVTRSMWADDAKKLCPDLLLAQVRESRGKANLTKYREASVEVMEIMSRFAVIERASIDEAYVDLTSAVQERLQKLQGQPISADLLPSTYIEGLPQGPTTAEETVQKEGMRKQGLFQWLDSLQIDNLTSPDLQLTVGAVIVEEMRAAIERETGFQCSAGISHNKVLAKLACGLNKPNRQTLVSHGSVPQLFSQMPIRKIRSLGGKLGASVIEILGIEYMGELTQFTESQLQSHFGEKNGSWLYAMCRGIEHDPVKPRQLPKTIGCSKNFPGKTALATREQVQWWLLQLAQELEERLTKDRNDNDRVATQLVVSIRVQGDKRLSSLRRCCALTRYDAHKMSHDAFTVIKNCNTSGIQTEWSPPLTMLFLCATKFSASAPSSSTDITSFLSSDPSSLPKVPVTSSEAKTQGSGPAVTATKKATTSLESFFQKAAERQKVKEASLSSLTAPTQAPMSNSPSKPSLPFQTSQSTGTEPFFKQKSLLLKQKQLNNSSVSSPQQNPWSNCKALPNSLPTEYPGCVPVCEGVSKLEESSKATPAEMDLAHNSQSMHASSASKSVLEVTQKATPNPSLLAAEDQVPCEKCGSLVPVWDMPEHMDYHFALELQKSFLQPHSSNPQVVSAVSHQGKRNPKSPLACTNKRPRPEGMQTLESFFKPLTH
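Fluorescent replication assay: 50 nM final substrate added after a 15 min room-temperature compound preincubation with 10 nM enzyme. Signal taken at 0 min and again at 10 min.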
Anesthetic bind = binds horse apoferritin like a general anesthetic | P02791 | apoferritin/1-aminoanthracene competitive binding, fluorescence | Potency, µM (doses to about 77.5 µM), for the others: at the highest dose activity change, negative = displacement, most hits filed as inhibitors | 0.074% of 350,000 active | AID 485281; also: potency is read from the fitted curve at half-maximal effect; % is scaled to controls: 0 for no effect and ±100 for the full control effect; nearly all actives have a fitted effect of over 20% in size
Target sequence (P02791 2-175 limits assumed): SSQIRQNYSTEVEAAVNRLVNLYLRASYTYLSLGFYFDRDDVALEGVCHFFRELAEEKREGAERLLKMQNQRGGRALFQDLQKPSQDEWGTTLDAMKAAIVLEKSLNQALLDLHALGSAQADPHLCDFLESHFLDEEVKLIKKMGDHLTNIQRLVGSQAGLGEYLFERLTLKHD
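Concentration-response curves derived by four-parameter Hill fitting of normalized fluorescence, where compounds displaced 1-AMA from 10 uM horse apoferritin following a brief 10 min room-temperature incubation; propofol titration acted as positive control.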
BLM helicase inh = Bloom syndrome helicase (human) inhibition; P54132; recombinant BLM DNA unwinding, fluorescence dequenching; Potency, µM (highest dose often 56.1 µM), for inactives: at the highest dose activity change, negative = inhibition, hits mostly inhibitors; 0.2% of 350,000 active; AID 2528;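 also: potency is read from the fitted curve at half-maximal effect; plate controls were vehicle for no effect and no enzyme for full effect; nearly all actives have a fitted effect of over 35% in size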
APE1 inh = blocks human APE1 abasic DNA cleavage | Potency, µM (doses to about 65.8 µM), without a hit: top-dose activity change, negative = inhibition, most hits filed as inhibitors | recombinant APE1, TAMRA/BHQ-2 abasic DNA cleavage fluorescence | P27695 | 0.35% of 350,000 active;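 also: potency is read from the fitted curve at half-maximal effect; plate controls were vehicle for no effect and reference inhibitor for full effect; nearly all actives have a fitted effect of over 55% in size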
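Activity was derived from the fluorescence gain between first and third kinetic reads (60 s intervals, ex 525/em 598 nm) after 50 nM THF-abasic TAMRA/BHQ-2 duplex was added to 0.75 nM APE1 preincubated 15 min with compound.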
POLK inh = DNA polymerase kappa (human) inhibition; Q9UBT6; purified Pol kappa, fluorescent DNA synthesis assay, 10 min; Potency, µM (top dose mostly 107 µM), for the others: at the top dose activity, negative = inhibition, usual class: inhibitors; 0.53% of 400,000 active; also: potency is read from the fitted curve at half-maximal effect; % is scaled to controls: 0 for no effect and ±100 for the full control effect
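Inhibition of 10 nM Pol kappa is measured by a fluorescent read-out at 0 and 10 min following addition of 50 nM substrate (final), with a 15-min room-temperature compound preincubation.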
GRP78 ERSR act = induces the endoplasmic reticulum stress response in human glioma cells | U87-MG GRP78 promoter luciferase reporter, 16 h | Potency, µM, without a hit: at the highest dose activation, most hits filed as activators | 0.02% of 420,000 active | AID 602332; also: potency is read from the fitted curve at half-maximal effect; series mostly up to about 76 µM; % of control where 0% means no effect; nearly all actives have a fitted effect of over 35% in size
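Stably transfected U87-MG glioma cells carrying a GRP78-based luciferase sensor; 16 h compound incubation. Luminescence end-point read 10 min after Bright-Glo addition at room temperature.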
* marks the source's active call; other numbers are inactive results; u = inconclusive; x = no result given; & = joins results of further samples; [ ] = another dose, or the depositor's remark. Unless noted, calls follow the shape of the dose curve; as a rule, active = well fitted curve in the direction sought with a large enough effect; inconclusive = small, poorly fitted or top-dose-only effect, or another doubt; inactive = no such curve, though single readings can be large; an effect the other way counts as inactive or inconclusive. A portion of the library; rates above refer to the full screens.

The opening six entries (preview)
SMILES	LDHA inh	Pol iota inh	Pol beta inh	Pol eta inh	Anesthetic bind	BLM helicase inh	APE1 inh	POLK inh	GRP78 ERSR act
O=C(O)/C=C/c1ccc2noc(-c3ccccc3)c2c1	-3.1	17.3%	5.0%	-11.3%	-6.2%	-1.9%	13.9%	2.6%	2.4%
CCOC(=O)N1CCC(NC(=O)c2cnn3ccccc23)CC1	1.1	12.1%	-15.1%	-22.6%	5.7%	2.4%	12.0%	-4.6%	-3.3%
COc1ccc(C2CC(=O)Nc3cc(OC)c(OC)cc32)cc1Br (centres undefined)	-0.2	13.7%	-4.9%	-12.9%	-7.4%	-3.4%	7.0%	7.3%	-4.3%
COc1cccc2cc(C(=O)Nc3ccccc3C)/c(=N/NS(=O)(=O)c3ccccc3)oc12	-4.6	4.8%	10.0%	u	-6.1%	-4.7%	44.9%[activator]	-14.3%	0.7%
O=C1c2cccnc2Nc2ccccc2N1CCCF	-2.7	-16.3%	2.9%	-3.8%	-12.9%	-1.4%	-3.0%	-5.4%	-2.7%
CCn1cc(C(=O)O)c(=O)c2cnc(N3CCN(C(=S)NC(=O)c4ccccc4Cl)CC3)nc21	-0.8	47.4%[activator]	27.9%	-6.4%	3.4%	3.5%	-0.3%	4.6%	-3.1%

The whole of this part (from the top)
SMILES	LDHA inh	Pol iota inh	Pol beta inh	Pol eta inh	Anesthetic bind	BLM helicase inh	APE1 inh	POLK inh	GRP78 ERSR act
O=C(O)/C=C/c1ccc2noc(-c3ccccc3)c2c1	-3.1	17.3%	5.0%	-11.3%	-6.2%	-1.9%	13.9%	2.6%	2.4%
CCOC(=O)N1CCC(NC(=O)c2cnn3ccccc23)CC1	1.1	12.1%	-15.1%	-22.6%	5.7%	2.4%	12.0%	-4.6%	-3.3%
COc1ccc(C2CC(=O)Nc3cc(OC)c(OC)cc32)cc1Br (centres undefined)	-0.2	13.7%	-4.9%	-12.9%	-7.4%	-3.4%	7.0%	7.3%	-4.3%
COc1cccc2cc(C(=O)Nc3ccccc3C)/c(=N/NS(=O)(=O)c3ccccc3)oc12	-4.6	4.8%	10.0%	u	-6.1%	-4.7%	44.9%[activator]	-14.3%	0.7%
O=C1c2cccnc2Nc2ccccc2N1CCCF	-2.7	-16.3%	2.9%	-3.8%	-12.9%	-1.4%	-3.0%	-5.4%	-2.7%
CCn1cc(C(=O)O)c(=O)c2cnc(N3CCN(C(=S)NC(=O)c4ccccc4Cl)CC3)nc21	-0.8	47.4%[activator]	27.9%	-6.4%	3.4%	3.5%	-0.3%	4.6%	-3.1%
CCOC(=O)C1CCCN(C(=O)c2cn(C)c(=O)c3cc(OC)c(OC)cc23)C1 (centres undefined)	-1.4	16.3%	16.6%	-4.8%	-1.7%	-9.3%	-2.3%	3.4%	-4.6%
Cc1cc(C)cc(NS(=O)(=O)c2csc(C(N)=O)c2)c1	-17.1	12.9%	9.2%	-8.1%	-9.7%	-4.3%	-21.0%	-14.7%	-1.1%
O=C(CN1C(=O)COc2ccc(Cl)cc21)N1CCOCC1	-1.1	9.7%	3.5%	-0.8%	-2.2%	0.6%	-29.5%	-6.3%	1.2%
CCOC(=O)c1c(C)oc2cc(Br)c(OC)cc12	-7.9	12.4%	-0.5%	-15.9%	-5.9%	-0.3%	2.6%	-3.9%	-2.1%
CC(=O)c1cccc(NS(=O)(=O)c2c(C)nc3sc(C)cn3c2=O)c1	2.1	31.4%[activator]	0.9%	-20.1%	-15.1%	-4.4%	x	1.0%	-4.2%
Cc1ccc(/C=C2/SC(=O)NC2=S)o1	22.4	7.08µM*	20µM*	8.91µM*	-1.1%	-11.9%	12.6µM*	17.8µM*	-0.2%
CN(C)S(=O)(=O)c1ccc2nnn(OCC(=O)NC34CC5CC(CC(C5)C3)C4)c2c1	-2.0	u	1.9%	-18.6%	u	0.8%	1.1%	-8.6%	-2.1%
CC(C)c1ccc2c(c1)C(N1CCNCC1)Cc1ccc(F)cc1S2 (centres undefined)	2.6	-21.6%	x	-5.2%	x	x	x	-22.6%	-15.5%
Cc1nnc(SCC(=O)Nc2ncc(Cc3ccc(F)cc3)s2)n1N	0.6	2.1%	-2.2%	-10.8%	u	0.4%	-2.4%	4.6%	-3.2%
CC(=O)N1CCc2cc(S(=O)(=O)CCC(=O)N(C)c3cc(C)ccc3C)ccc21	-1.9	34.3%[activator]	0.9%	-2.1%	-4.3%	3.6%	-10.4%	15.9%	-1.8%
C=CCN(CC=C)S(=O)(=O)c1ccc(NC(=S)NC(=O)Cc2ccc(OC)cc2)cc1	-3.1	-7.7%	72.4%	-10.7%	u	-9.6%	-5.1%	-15.8%	-1.3%
Cc1ccccc1C(=O)O/N=C1\CCS(=O)(=O)c2sccc21	-1.0	-20.0%	10.1%	-6.7%	-2.8%	-7.9%	-1.2%	-2.1%	-3.1%
CC(C)(C)c1ccc(C(=O)Nc2c(C(=O)c3ccc(F)cc3)oc3ccccc23)cc1	-3.3	28.8%	12.8%	-18.0%	-10.6%	-3.0%	x	10.9%	-3.5%
COc1ccc(N2CCN(c3ncnc4onc(C)c34)CC2)cc1	-4.0	26.3%	0.7%	1.2%	-10.2%	1.5%	x	6.0%	1.6%
COc1ccc(Nc2nc(N)nc(CN3CCc4ccccc4C3)n2)cc1	0.7	-10.5%	3.5%	-9.2%	-15.4%	-4.1%	-3.0%	-27.1%	-4.8%
CSc1ccccc1NC(=O)CN(C)CC(=O)c1c(C)[nH]c2ccccc12	-2.1	16.9%	x	-12.1%	x	x	-21.3%	4.6%	-6.3%
CCCC(=O)N(CCN1CCOCC1)c1nc2c(OCC)cccc2s1	-0.6	1.8%	-0.1%	-12.0%	-5.5%	1.2%	-16.4%	8.0%	-4.8%
COc1ccc(/C=N/NC(=O)CSCc2ccc([N+](=O)[O-])cc2)cc1OC	-0.4	18.8%	1.4%	-7.3%	-12.3%	0.9%	-1.4%	-10.3%	-3.7%
CC(C)c1cc(C(C)C)c(S(=O)(=O)N2c3ccccc3[C@@]3(Br)C[C@H]4C(=O)N[C@@H](Cc5ccccc5)C(=O)N4[C@@H]23)c(C(C)C)c1	-0.9	13.5%	x	-15.2%	x	x	x	9.9%	-2.3%

The list continues.
SMILES	LDHA inh	Pol iota inh	Pol beta inh	Pol eta inh	Anesthetic bind	BLM helicase inh	APE1 inh	POLK inh	GRP78 ERSR act
C=CCN1C(=O)/C(=C\c2cc(Br)c(OCc3ccccn3)c(OC)c2)SC1=S	-2.4	19.4%	13.5%	-12.3%	-5.0%	-0.5%	-8.6%	-5.4%	-5.0%
COc1cccc(Cn2c(=O)c3[nH]cnc3n(-c3ccccc3C)c2=O)c1	-3.8	42.8%[activator]	20.8%	-20.8%	-12.4%	2.0%	8.1%	-7.1%	-1.2%
O=C(CCCOc1ccc(Cl)cc1Cl)Nc1ccc(O)cc1C(=O)O	-4.7	5.2%	22.9%	-9.1%	-0.6%	-0.4%	u	-13.8%	-3.6%
CCOC(=O)c1c(C)[nH]c(C(=O)OCc2ccccc2)c1C	1.8	-14.2%	-19.1%	-12.6%	-4.7%	-4.5%	45.1%[activator]	-8.7%	1.8%
Cc1ccc(NC(=O)c2ccc3c(c2)CCN3S(C)(=O)=O)c(C)c1	-6.1	8.8%	-1.4%	7.4%	-2.8%	-0.1%	10.7%	-12.4%	-3.2%
S=C(NCCc1ccccn1)Nc1cccc(Cl)c1	-2.8	21.3%	-0.5%	-19.8%	-7.2%	1.1%	-0.9%	-4.7%	0.9%
CC(=O)c1c(OCC(=O)O)ccc2c(C)cc(=O)oc12	-0.4	4.1%	12.7%	1.1%	-1.9%	1.3%	2.3%	-4.8%	-7.0%
CN(Cc1ccccc1)C(=O)c1cccc(NC(=O)Cc2ccc(NC(=O)C3CCN(C(=O)C4CCCCC4)CC3)cc2)c1	-1.6	-9.5%	x	-3.7%	x	x	x	4.8%	-4.4%
COc1ccc2c(OC)c3ccoc3nc2c1OC	-6.2	3.4%	-4.3%	-15.3%	-6.5%	-8.5%	-6.4%	-5.5%	0.4%&0.8%&-3.4%
Cc1cnc(C(=O)Nc2ccc(C)c(S(=O)(=O)N3CCCCC3)c2)cn1	-7.5	-19.4%	x	u	x	x	-8.1%	-5.6%	-0.9%
COc1ccc(O)c(CN2CCC(n3nccc3NC(=O)c3ccccc3Cl)CC2)c1	31.2	-21.7%	6.5%	-10.1%	-19.3%	0.6%	69.8%[activator]	-6.8%	-3.0%
Cn1c(=O)c2[nH]c(SCC(=O)c3ccc(F)cc3)nc2n(C)c1=O	0.7	9.9%	-20.7%	-15.6%	-7.4%	0.5%	-0.9%	11.4%	-2.1%
Cc1ccc(C)c(S(=O)(=O)N2CCN(C(=O)C(C)Sc3ccccc3)CC2)c1 (centres undefined)	-6.3	29.2%	-2.1%	-6.0%	-4.9%	1.9%	21.4%	-8.2%	-1.9%
CN(C(=O)Nc1ccccc1)n1cnc2ccccc2c1=O	1.5	-4.2%[58.9 µM]	19.2%	-20.3%	4.5%	-0.6%	-7.7%	-2.5%	-3.2%
Cc1ccc(/C=C2\SC(=S)N(c3c(C)n(C)n(-c4ccccc4)c3=O)C2=O)cc1	1.8	4.3%	47.7%	-15.5%	u	-12.6%	-2.1%	-13.5%	-1.9%
O=C(NCCN1CCOCC1)C1CCCN(S(=O)(=O)c2ccc(F)cc2)C1 (centres undefined)	-2.0	0.2%	25.0%	-12.9%	-3.7%	-5.2%	10.2%	0.5%	-4.1%
Cc1sc2nc(SCc3nc(-c4ccccc4)no3)n(-c3ccccc3)c(=O)c2c1C	-2.2	3.2%	-11.4%	4.8%	-0.8%	-12.3%	0.0%	2.8%	-0.2%
CS(=O)(=O)n1nc(-c2ccc(Cl)cc2)nc1SCc1ccccc1	0.4	2.7%	-12.2%	-14.8%	-5.4%	-9.5%	2.1%	-10.4%	2.7%
Cc1noc(C)c1COC(=O)c1csc2c1CCCC2	0.2	-21.6%	x	-3.5%	x	x	-14.7%	-3.4%	-1.4%
